Cneo AK release: causes C. neoformans cell lysis | adenylate kinase release luminescence, 4 h; normalised: neutral wells 0, clomiphene wells 100 | lysis activity, % at 15 µM | 0.2% of 360,000 active | AID 651654;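 active = mean lysis activity across replicates of at least 80%, whatever share of replicates individually reach that level; inactive = mean lysis activity below 80%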
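Material – Cryptococcus neoformans yeast cells · Quantity – 5 × 10^6 yeast cells/mL · Buffer or medium – YPD medium · Compound – single dose · Timing – 4 h static compound exposure, 37 °C, read 1 h post-reagent · Signal – adenylate kinase release luminescence · Read-out basis – lysis from increased AK signal · Benchmarks – Clomiphene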
FN deposit inh: fibronectin deposition inhibition. 0.086% of 350,000 active. AH1F fibroblasts, Alexa488-fibronectin deposition fluorescence, overnight. inhibition, % at 12.6 µM. AID 743247;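 active = mean inhibition across replicates of 30% or more, regardless of how many single replicates reach that level; inconclusive = mean under 30% yet at least half of replicates reach 30%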;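 note: positive control wells lacked labelled fibronectin entirely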
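Schedule: 1 h cell adhesion before compound, then overnight fibronectin incubation; test system: AH1F fibroblast monolayer depositing Alexa488-labelled fibronectin into matrix; quantity: 10000 AH1F cells per well; probe or stimulus: fluorescent fibronectin at 24 nM final; signal: fluorescence, ex 485 nm, em 525 nm; evaluation: percent inhibition as loss of matrix-bound fibronectin fluorescence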
LGR2 inh: inhibitors of bursicon-induced Drosophila LGR2 receptor cAMP signaling. inhibition, % at 9.99 µM. AID 720647. 0.35% of 380,000 active. HEK293 LGR2, CRE-luciferase, bursicon-stimulated, 4 h;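 active = drop in luminescence signal, shown as inhibition above about 50% in the replicate tests, limit read from the data, passing the limit was not always enough; inconclusive = probably only some replicates passing the limit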;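 note: agonist challenge used bursicon conditioned medium at about half maximal strength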
CASP6 VEID inh: caspase-6 (human) enzyme inhibition; P55212; purified caspase-6, Z-VEID-R110 cleavage fluorescence; inhibition, % at 12.5 µM; 0.53% of 350,000 active; AID 686996;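 active = mean inhibition across replicates at least about 35%, with every replicate also reaching that limit, limit read from the data; inconclusive = only one of the two criteria met; inactive = neither criterion met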;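 note: 0% = median of neutral control wells and 100% = no fluorescence left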
Target sequence (P55212 24-179 limits assumed): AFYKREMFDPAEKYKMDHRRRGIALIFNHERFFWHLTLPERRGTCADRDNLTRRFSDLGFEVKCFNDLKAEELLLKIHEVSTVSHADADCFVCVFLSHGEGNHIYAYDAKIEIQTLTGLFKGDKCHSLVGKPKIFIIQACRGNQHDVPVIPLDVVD
Target sequence (P55212 194-293 limits assumed): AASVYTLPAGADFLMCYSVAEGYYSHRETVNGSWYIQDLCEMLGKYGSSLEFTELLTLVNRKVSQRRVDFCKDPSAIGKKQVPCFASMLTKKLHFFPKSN
PGC1a acetyl inh: lowers PGC1a acetylation signal in U2OS cells; AlphaScreen anti-acetyl-lysine; with virally co-expressed GCN5 acetyltransferase; inhibition, % at 15.6 µM; 0.17% of 350,000 active;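 active = every replicate shows inhibition of at least 40%; inconclusive = mean inhibition at least 40% but some replicate below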;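 note: 0% = neutral control wells and 100% = positive control wells; some results beyond the cut were filed as inactive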
PAX8 inh HTS: lowers PAX8-driven luciferase in RMG-I cells | RMG-I TPO-luciferase reporter, SteadyGlo, 24 h | inhibition, % at 12.6 µM | 1.2% of 360,000 active | AID 652154;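 active = mean replicate inhibition at least 60% with every replicate also reaching 60%; inconclusive = only one of the two criteria is met; inactive = mean below 60% and not all replicates reaching 60%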;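 note: luciferase light reporting Pax8 driven TPO promoter activity; plate controls were median of neutral control wells for no effect and mitoxantrone controls for full effect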
miR-122 sensor: blocks miR-122 activity in Huh7 sensor cells. Huh7 miR-122 Renilla luciferase sensor, 48 h; neutral wells = 0, positive control = 100. activation (reporter increase), % at 12.5 µM. 0.3% of 340,000 active;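 active = mean replicate activation score at least 90 and every replicate individually at or above 90; inconclusive = only one of the two criteria met; inactive = neither criterion met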;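 note: higher luciferase means less miR-122 activity so hits act as miR-122 inhibitors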
EWS-Fli block: inhibitors of EWS/Fli oncoprotein transcriptional activity; A673 NR0B1-luciferase reporter, viability-normalised; inhibition, % at 12.6 µM; 0.67% of 350,000 active; AID 651661;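 active = mean inhibition of at least 50% after viability correction, with every replicate also passing that limit; inconclusive = mean reaches 50% but only one of two replicates passes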;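 note: firefly luciferase signal divided by Alamar Blue viability fluorescence both relative to DMSO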
The depositor's hits bear a star; ? = inconclusive; · = not tested or not shown; & = joins results of further samples; ! = repeats disagree; [ ] = dose if it differs, or a comment.

SMILES	Cneo AK release	FN deposit inh	LGR2 inh	CASP6 VEID inh	PGC1a acetyl inh	PAX8 inh HTS	miR-122 sensor	EWS-Fli block
NS(=O)(=O)c1ccc(NS(=O)(=O)c2ccc(Br)cc2)cc1	-1	2	-11	1	·	10	2	9
Cc1cc(C)cc(NC(=O)CN(C)CC(=O)N(CC(C)C)c2c(N)n(CC(C)C)c(=O)[nH]c2=O)c1	-6	-9	5	-4	·	14	·	2
O=C(COC(=O)c1nn(CCO)c(=O)c2ccccc12)Nc1ccc(Cl)c(Cl)c1	1	-3	18	-1	10	-9	-1	10
CC(=O)OCCCNc1cc(Sc2ccc(C)cc2)c2nonc2c1[N+](=O)[O-]	·	2	51*	·	·	5	-9	·
O=C(NCCC1=CCCCC1)c1cc(S(=O)(=O)N2CCOCC2)c(Cl)cc1Cl	-1	-7	10	1	·	-8	·	23
CO[C@H]1CN(C)C(=O)c2ccc(NS(C)(=O)=O)cc2OC[C@H](C)N(CC2CCOCC2)C[C@H]1C	0	-11	2	4	-5	·	6[16.7 µM]	6
CCC1C(=O)NCCN1C(=O)c1ccc2nc(Cc3ccc(OC)cc3)oc2c1 (configuration not stated)	-17	5	-3	2	-8	-8	4	0
C[C@H]1CN([C@@H](C)CO)C(=O)c2cc(NS(=O)(=O)c3ccc(Cl)cc3)ccc2O[C@@H]1CN(C)S(=O)(=O)c1cccs1	-4	·	1	2	1	-15	0[16.7 µM]	-9
COc1ccc(N2C(N)=C(C#N)C(c3cccnc3)C3=C2CC(C)(C)CC3=O)cc1 (configuration not stated)	10	·	9	·	-5	·	6	·
COc1cc2cc(C(=O)NCCc3ccccc3)[nH]c2cc1OC	-3	-1	28	6	-2	-10	·	-12

3 of the compounds above, in CSV form.
Compound,Cneo AK release,FN deposit inh,LGR2 inh,CASP6 VEID inh,PGC1a acetyl inh,PAX8 inh HTS,miR-122 sensor,EWS-Fli block
Cc1cc(C)cc(NC(=O)CN(C)CC(=O)N(CC(C)C)c2c(N)n(CC(C)C)c(=O)[nH]c2=O)c1,-6,-9,5,-4,·,14,·,2
O=C(COC(=O)c1nn(CCO)c(=O)c2ccccc12)Nc1ccc(Cl)c(Cl)c1,1,-3,18,-1,10,-9,-1,10
CC(=O)OCCCNc1cc(Sc2ccc(C)cc2)c2nonc2c1[N+](=O)[O-],·,2,51*,·,·,5,-9,·

Other entries follow.
SMILES	Cneo AK release	FN deposit inh	LGR2 inh	CASP6 VEID inh	PGC1a acetyl inh	PAX8 inh HTS	miR-122 sensor	EWS-Fli block
COC(=O)c1ccc(NC(=O)c2cc(-c3ccccn3)nc3ccccc23)cc1	1	-1	-13	-2	9	11	-6	8
Cc1ccc(S(=O)(=O)N2CCCC2C(=O)O)s1 (configuration not stated)	-3	1	·	·	12	1	3	·
Cc1noc(C)c1NC(=O)Nc1cccc2c1O[C@@H](CN(C)Cc1ccccc1)[C@@H](C)CN([C@H](C)CO)C2=O	-1	·	-9	-1	·	-9	25[16.7 µM]	-2
CCN1CCN(Cc2ccc(NC(=O)c3cc(NC(=O)c4ccc5n[nH]nc5c4)cc(OC)c3)cc2C(F)(F)F)CC1	-6	2	5	-2	-4	4	-8	-15
O=C(NCC[C@@H]1CC[C@@H](NC(=O)c2cnccn2)[C@H](CO)O1)c1ccc2c(c1)OCO2	-1	-11	0	0	12	-10	·	2
CO[C@@H]1CN(C)C(=O)c2cc(NS(=O)(=O)c3ccccc3)ccc2OC[C@@H](C)NC[C@@H]1C	-2	3	6	1	1	-50	·	2
C[C@@H]1CN([C@H](C)CO)S(=O)(=O)c2ccc(-c3ccncc3)cc2O[C@H]1CN(C)C(=O)CN(C)C	4	·	-3	1	21	0	8[16.7 µM]	-16
COc1ccc(CCNC(=O)c2nnc(Cc3ccc(Cl)cc3)o2)cc1OC	-2	·	-8	2	-9	-4	3	-2
Cc1ccc(CSCc2ccc(C(=O)NCC3CCCO3)o2)cc1 (configuration not stated)	0	14	2	1	-3	12	-5	4
N#CC1C(=O)NC(c2ccccc2)=CC1c1ccccc1 (configuration not stated)	5	11	-10	1	-2	11	6	-9
COC(=O)c1ccc(COc2cccc3c2OC(C)(C)C3)cc1	0	-2	22	3	·	-17	·	·
COC(=O)c1ccc(Nc2nc(N3CCOCC3)nc(N3CCOCC3)n2)cc1	2	1	19	-2	11	21	-9	9
COc1ccc(-n2c(SCC(=O)/C(C#N)=C(\C)N)nc3ccccc3c2=O)cc1OC	·	5	6	4	20	-2	·	12
CCSc1ccc([C@@H]2[C@@H]3C(=O)N(C)C(=O)[C@@H]3[C@]3(C(=O)OC)CCCCN23)cc1OC	0	-4	15	2	2	-20	-8	1
COc1ccc2c(CC(=O)NNC(=O)c3ccc(O)cc3)coc2c1	-3	2	-7	2	-4	7	·	-3
COc1ccc(S(=O)(=O)N2CCCCCC2)cc1C(=O)N(C)CC(=O)Nc1ccccc1Br	-2	2	-8	-5	·	10	·	1
C[C@@H]1CN([C@H](C)CO)C(=O)c2cc(-c3cncnc3)cnc2O[C@@H]1CN(C)C(=O)Cc1ccccn1	12	-3	-5	-1	4	·	-1[16.7 µM]	1
Cc1c(C(=O)N2CCOCC2)[nH]c2ccc(OCc3ccccc3)cc12	3	-1	·	·	3	·	38	·
Cc1noc(C)c1NC(=O)Nc1ccc2c(c1)C(=O)N([C@@H](C)CO)C[C@@H](C)[C@@H](CN(C)S(=O)(=O)c1ccc(F)cc1)O2	6	0	-5	3	0	7	3[16.7 µM]	-6
Cc1ccc(S(=O)(=O)Nc2cccc3c2O[C@@H](CN(C)Cc2ccc(C(=O)O)cc2)[C@H](C)CN([C@@H](C)CO)C3=O)cc1	35	·	-3	-2	10	·	5[16.7 µM]	-5
CCOc1ccc2nc(NC(=O)C34CC5CC(CC(NC(C)=O)(C5)C3)C4)sc2c1	-4	7	-44	3	·	-82	·	-101
C[C@@H]1CN([C@@H](C)CO)C(=O)c2cc(-c3ccc(F)cc3)cnc2O[C@H]1CN(C)C(=O)c1ccccn1	0	-3	-11	2	7	-17	0[16.7 µM]	5
O=S(=O)(c1ccccc1F)N1CC[C@@H]2[C@@H](CO)Nc3ccc(-c4ccc(F)cc4)cc3[C@@H]21	2	1	13	·	-14	12	?	?
CO/N=C(\C(=O)N[C@@H]1C(=O)N2C(C(=O)O)=C(COC(C)=O)CS[C@H]12)c1csc(N)n1 (stereo in doubt)	0&-1&1	-2&-5&-7	-9&-13	38*!	0&3&-2	-81&12&-13	-3&1&0	0&-2&-7
O=C(CCC(=O)N/N=C/c1ccccc1O)NCc1ccccc1	-2	·	13	·	-7	·	0	·
O=C(NCCc1ccccc1)[C@@H]1[C@@H](CO)[C@@H]2Cn3c(cccc3=O)[C@@H]2N1Cc1ccccc1	1	·	1	0	·	·	·	2
COC(=O)CCCCC1=CCC2C(=O)C=C(O)C2C1 (configuration not stated)	·	-3	9	71*	·	-8	·	-7
CC(NC(=O)c1ccccc1Cl)C(=O)N1CCN(Cc2ccc3c(c2)OCO3)CC1 (configuration not stated)	-1	-6	2	0	-9	8	1	1
COc1ccccc1CNC(=O)c1ccc(CNc2c(N3CCCC3)c(=O)c2=O)cc1	-4	-2	-4	3	-5	2	-3	-3
OCCC1CN(Cc2c(O)ccc3ccccc23)CCN1CCc1ccccc1 (configuration not stated)	·	-8	24	0	·	25	·	15
O=C(COC(=O)COc1ccccc1[N+](=O)[O-])NCc1ccc2c(c1)OCO2	0	1	-2	2	3	-6	·	7
C[C@H](CO)N1C[C@H](C)[C@@H](CN(C)Cc2ccccc2)Oc2c(NC(=O)c3cnccn3)cccc2C1=O	4	·	5	-1	3	-25	16[16.7 µM]	-4
C[C@H]1CN([C@@H](C)CO)C(=O)c2cc(NC(=O)CCC(F)(F)F)ccc2O[C@H]1CN(C)Cc1ccc(Oc2ccccc2)cc1	7	·	13	2	-1	·	-8[16.7 µM]	0
COc1ccccc1Nc1nc2nonc2nc1N1CCCCC1C (configuration not stated)	·	-17	-15	-5	·	12	·	2
COc1ccc(/C=C/C(=O)OCC(=O)c2c(N)n(C)c(=O)n(C)c2=O)c(OC)c1	6	-1	·	1	-9	11	3	-8
Cc1ccc(S(=O)(=O)Nc2ccc3c(c2)C(=O)N([C@@H](C)CO)C[C@@H](C)[C@@H](CN(C)C(=O)Nc2c(C)noc2C)OCCCC[C@@H](C)O3)cc1	-1	-2	7	1	-15	7	4[16.7 µM]	2
Cc1ccc(OCCC(=O)OCC(=O)Nc2cc(C)cc(C)c2)cc1	1	1	-1	1	·	·	-1	0
O=C([O-])c1cc(-c2ccccc2)cc(-c2ccccc2)[n+]1Cc1ccccc1	·	-8	7	-4	·	10	·	-13
CCN(CC)C(=O)C(=O)c1c(-c2ccccc2)[nH]c2ccccc12	1	3	10	·	-2	7	3	·
Cc1csc(SCC(=O)Nc2ccccn2)n1	-1	·	-14	·	-7	·	-2	·
COc1ccccc1S(=O)(=O)N[C@@H]1CC[C@H](CC(=O)NCc2cc(F)cc(F)c2)O[C@H]1CO	·	·	2	-1	5	-5	·	·
S=C(NCc1cccnc1)c1ccccc1	1	-4	12	·	·	12	-2	6
COc1ccc(C2/C(=C(/O)c3ccc4c(c3)CC(C)O4)C(=O)C(=O)N2CCCn2ccnc2)cc1OC (configuration not stated)	0	7	17	-16	·	-4	·	·
C[C@H](O)C#Cc1ccc2c(c1)O[C@@H](CN(C)Cc1ccncc1)[C@H](C)CN([C@@H](C)CO)S2(=O)=O	-2	0	2	7	-12	·	-1[16.7 µM]	-3
C[C@H](CO)N1C[C@H](C)[C@@H](CN(C)C(=O)Nc2ccc(N3CCCCC3)cc2)OCc2cn(nn2)CCCC1=O	·	-3	8	·	-1	-10	1[16.7 µM]	-1
CC(=O)c1c(C)[nH]c(C(=O)Nc2cccc(S(=O)(=O)N3CCOCC3)c2)c1C	-10	2	-30	·	-12	-12	9	·
CCOC(=O)CN1CC23C=CC(O2)C(C(=O)Nc2ccc(OC)cc2OC)C3C1=O (configuration not stated)	-2	-7	3	-3	2	14	6	0
COC(=O)c1ccc(CNC(=O)COC(=O)CCC2CCCC2)cc1	·	-10	-2	-1	·	4	·	4
S=C(Nc1ccccc1Cl)NC1CCCCCC1	59	2	-37	-2	2	-41	149*	-6
COc1cc2c(cc1OC)CN(C(=O)c1ccc(OC)c(S(=O)(=O)N3CCOCC3)c1)CC2	-4	·	-6	·	-18	·	6	·
Next compounds
SMILES	Cneo AK release	FN deposit inh	LGR2 inh	CASP6 VEID inh	PGC1a acetyl inh	PAX8 inh HTS	miR-122 sensor	EWS-Fli block
COc1cc(/C=C/CN2CCN(CCC(C)C)C(CCO)C2)ccc1O (configuration not stated)	·	0	14	-10	-12	-16	·	1
O=C(NCc1ccccc1)c1cc(C2CCCN(C(=O)c3ccc4c(c3)CCO4)C2)on1 (configuration not stated)	-1	-1	14	0	5	6	-4	0
N#CN=C1CCCCCN1CC(N)=O	-1	-18	·	·	·	-5	-8	·
O=C(Nc1nnc(C2CC2)s1)C1=NN(C2CCS(=O)(=O)C2)C(=O)CC1 (configuration not stated)	·	4	1	-2	·	5	3	-4
CCNC(=O)C[C@@H]1C=C[C@@H](NC(=O)C2CCOCC2)[C@@H](CO)O1	-1	·	-7	2	3	-5	·	0

Compounds as they come; any-hit rate near 2.5%.
